USP1-UAF1 inh – USP1/UAF1 (human) deubiquitinase inhibition; O94782; recombinant USP1/UAF1, Ub-Rhodamine cleavage fluorescence; 0.23% of 390,000 active; Potency, µM (series often up to 57.1 µM), for inactives: at the top dose activity change, negative = inhibition, hits mostly inhibitors; note: % is set by controls: 0 for no effect and ±100 for the full control effect; nearly all actives have a fitted effect of over 60% in size; inactives centre near -12
Target sequence (O94782 whole entry, looked up): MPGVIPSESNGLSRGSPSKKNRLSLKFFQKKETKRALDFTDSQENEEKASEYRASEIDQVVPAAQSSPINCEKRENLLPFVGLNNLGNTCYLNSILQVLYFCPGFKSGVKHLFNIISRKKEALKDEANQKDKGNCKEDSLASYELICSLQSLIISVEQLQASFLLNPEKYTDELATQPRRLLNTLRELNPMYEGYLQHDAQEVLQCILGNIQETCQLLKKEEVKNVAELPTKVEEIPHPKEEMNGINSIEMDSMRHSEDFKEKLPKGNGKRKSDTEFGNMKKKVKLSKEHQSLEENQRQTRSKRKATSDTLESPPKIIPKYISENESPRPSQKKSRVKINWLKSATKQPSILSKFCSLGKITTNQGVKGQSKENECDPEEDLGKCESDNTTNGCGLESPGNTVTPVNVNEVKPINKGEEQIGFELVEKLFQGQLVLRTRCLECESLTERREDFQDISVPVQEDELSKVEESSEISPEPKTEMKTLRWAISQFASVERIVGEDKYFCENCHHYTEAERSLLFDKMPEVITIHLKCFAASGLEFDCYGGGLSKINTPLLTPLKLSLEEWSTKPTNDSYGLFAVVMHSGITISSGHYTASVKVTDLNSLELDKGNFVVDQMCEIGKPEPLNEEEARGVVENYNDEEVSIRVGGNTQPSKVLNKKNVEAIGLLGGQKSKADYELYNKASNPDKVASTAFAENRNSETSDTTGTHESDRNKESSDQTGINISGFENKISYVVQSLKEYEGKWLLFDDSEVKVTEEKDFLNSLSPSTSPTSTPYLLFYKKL
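USP1/UAF1 complex at 1 nM was preincubated with compound for 15 min at room temperature, then Ub-Rho substrate (150nM final) was added. Fluorescence (480/540 nm) was read kinetically, 6 reads every 60 seconds.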
ALOX12 inh – ALOX12 (human) lipoxygenase inhibition | P18054 | purified 12hLO, xylenol orange hydroperoxide absorbance | Potency, µM (highest dose often 108 µM), for the others: at the top dose activity change, negative = inhibition, usual class: inhibitors | 1.1% of 580,000 active; note: % is set by controls: 0 for no effect and ±100 for the full control effect
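Purified human 12hLO (150 nM final) in 25 mM Hepes, 0.01% Triton X-100, pH 7.0 was preincubated 15 min at room temperature with compound. Then 40 uM arachidonic acid was added, 30 min. Hydroperoxide was read by Fe-XO absorbance ratio 573/405 nm.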
RGS4 inhibitor – inhibitors of human regulator of G protein signaling 4; P49798; Transcreener GDP fluorescence polarization, RGS4-accelerated GTP hydrolysis; Potency, µM (top dose mostly 114 µM), inactives show at the highest dose activity change, negative = inhibition, usual class: inhibitors; 0.039% of 390,000 active; note: % is set by controls: 0 for no effect and ±100 for the full control effect; nearly all actives have a fitted effect of over 75% in size; some results filed as inactive show a strong effect at the top dose
Target sequence (P49798 whole entry, looked up): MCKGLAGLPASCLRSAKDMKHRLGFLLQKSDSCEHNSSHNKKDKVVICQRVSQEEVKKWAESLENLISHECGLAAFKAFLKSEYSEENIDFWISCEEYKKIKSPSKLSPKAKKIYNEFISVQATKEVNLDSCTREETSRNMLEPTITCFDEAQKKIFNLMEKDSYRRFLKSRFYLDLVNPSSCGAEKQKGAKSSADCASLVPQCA
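MLSMR compounds (23 nl, pin-transferred) preincubated 10 min at room temperature with a 500nM (2x) first reagent, then RGS4 at 900nM (2x) plus Transcreener GDP mix added; fluorescence polarization (620/688 nm) read before and after 90 min at 30 °C.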
Vif-APOBEC3F blk – blocks the Vif interaction with APOBEC3F; HeLa A3F-eYFP + Vif (tagged APOBEC3F with the HIV-1 protein that degrades it), YFP fluorescence increase; Potency, µM (series often up to 46.1 µM), for the others: at the top dose activity, negative = active; 0.2% of 390,000 active; note: % of control where 0% means no effect; nearly all actives have a fitted effect of over 65% in size
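HeLa cells stably expressing A3F-eYFP plus Vif, plated and incubated overnight at 37 deg C, then exposed to compounds overnight at 37 deg C. Blocked degradation read as raised yellow fluorescence (Ex 488/Em 500-530).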
Vif-APOBEC3G blk – inhibitors of Vif-APOBEC3G interaction; HeLa A3G-eYFP + Vif (tagged APOBEC3G with the HIV-1 protein that degrades it), YFP fluorescence, overnight; Q9HC16; 0.076% of 410,000 active; Potency, µM (top dose mostly 46.1 µM), for the others: at the highest dose activity, negative = active, hits mostly inhibitors;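 note: % is set by controls: 0 for no effect and ±100 for the full control effect; nearly all actives have a fitted effect of over 60% in size; hits raise eYFP signal because A3G escapes Vif-driven loss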
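Read-out is eYFP fluorescence (Ex 488/Em 500-530) from Vif-expressing HeLa A3G-eYFP cells; more signal means A3G escaped Vif-mediated degradation. Cells plated overnight, compound pinned in, incubated overnight at 37 deg C.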
TrxR1 substrate – rat thioredoxin reductase 1 substrate activity; O89049; purified TrxR1 substrate turnover, NADPH consumption readout; Potency, µM (titrated, usually from 114 µM), inactives show top-dose activity change, negative = substrate turnover; 0.01% of 390,000 active; note: % is set by controls: 0 for no effect and ±100 for the full control effect; nearly all actives have a fitted effect of over 50% in size
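Rat TrxR1, dispensed at 90 nM, was prereduced with 400 uM NADPH (final) for 5 min at ~22 deg C, then incubated with compound 15 min before 400 uM selenite. A first-read NADPH fluorescence drop versus no-compound background flagged substrates.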
TrxR1 inh – inhibitors of rat thioredoxin reductase 1; O89049; recombinant rTrxR1, NADPH fluorescence consumption, selenite substrate; Potency, µM (top dose mostly 114 µM), for inactives: at the highest dose activity change, negative = inhibition, usual class: inhibitors; 1% of 390,000 active; AID 588453; note: % is set by controls: 0 for no effect and ±100 for the full control effect; nearly all actives have a fitted effect of over 65% in size
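Rat TrxR1 (90 nM in the dispensed reagent) was pre-reduced with 400 uM NADPH for 5 min at room temperature, then incubated with compound for 15 min. After 400 uM selenite was added, NADPH fluorescence (Ex 340/Em 450 nm) was followed for 8 min.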
IDH1 R132H inh – blocks human mutant IDH1 R132H enzyme. O75874. Potency, µM (highest dose often 76.6 µM), for the others: at the highest dose activity change, negative = inhibition, most hits filed as inhibitors. 0.093% of 390,000 active. AID 602179. IDH1-R132H enzyme, NADPH consumption, diaphorase/resazurin fluorescence; note: % is set by controls: 0 for no effect and ±100 for the full control effect; nearly all actives have a fitted effect of over 65% in size
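IDH1-R132H (0.5 ug/mL) preincubated 30 min with compound, then NADPH (0.016 mM) and alpha-KG (2 mM) added; 80 min at RT, pH 7.5. Remaining NADPH coupled via diaphorase/resazurin to fluorescence (540/590 nm); concentration-response curves normalized to no-enzyme control.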
RXFP1 agonist – activates the human relaxin receptor RXFP1 | Q9HBX9 | HEK293T-RXFP1 cAMP TR-FRET, 30 min; response scale: percent of porcine relaxin response, buffer zero | Potency, µM (series often up to 57.5 µM), without a hit: top-dose activation, usual class: activators | 0.3% of 370,000 active; note: % is set by controls: 0 for no effect and ±100 for the full control effect; nearly all actives have a fitted effect of over 60% in size; many of its hits are not listed in these tables
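cAMP rise read by TR-FRET after 30 min, 37C compound exposure (up to 58 uM) in RXFP1-transfected HEK293 cells with Ro 20174 present. EC50 from Hill-equation fits, with 29 nM porcine relaxin as 100% and buffer as basal.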
Numbers without * were called inactive; ? = inconclusive; · = no result given; & = joins results of further samples; [ ] = dose if it differs, or a comment. Calls come from the whole dose curve; as a rule, active = well fitted curve in the direction sought with a large enough effect; inconclusive = small, poorly fitted or top-dose-only effect, or another doubt; inactive = no such curve, though single readings can be large; an effect the other way counts as inactive or inconclusive. Potency is the fitted concentration of half-maximal effect. Not all compounds are listed, so the mix of outcomes need not match the whole.

SMILES	USP1-UAF1 inh	ALOX12 inh	RGS4 inhibitor	Vif-APOBEC3F blk	Vif-APOBEC3G blk	TrxR1 substrate	TrxR1 inh	IDH1 R132H inh	RXFP1 agonist
CCOc1ccc(CCNC(=O)COC(=O)c2cccc(S(=O)(=O)N3CCOCC3)c2)cc1OCC	-14%	-15%	12%	2%	2%	3%[57.1 µM]	11%[57.1 µM]	5%	0.6%
CC(C)CCSc1cc(NCCO)c([N+](=O)[O-])c2nonc12	-23%	9%	-17%	-17%	-2%	5%[57.1 µM]	3.5µM*	4%	-0.3%
CC12CCC(O)CC1=CCC1C2CCC2(C)C3=NN=CC3CC12 (stereo not given)	-1%	-6%	-11%	1%	-5%	3%[57.1 µM]	5%[57.1 µM]	-1%	·
COc1ccc(CN2[C@@H](CC(=O)O)c3cc(F)ccc3S2(=O)=O)cc1	12%	1%	34%	-1%	2%&1%	-4%&3%	-1%&-1%	4%	·
CCOC(=O)c1c(NC(=O)Cn2cnc([N+](=O)[O-])n2)sc2c1CCC(C)C2 (stereo not given)	-2%	-3%	-11%[56.9 µM]	-2%	0%	-13%	-13%	2%	1.6%
S=C(NNc1cccc(Cl)c1)NC1CCCCC1	-24%	?	-35%	?	-9%	5%[57.1 µM]	-39%	-3%	-2.0%
COc1ccc(CCNC(=O)Cn2c([N+](=O)[O-])cnc2C)cc1OC	4%	-1%	-15%	2%	-1%	0%[57.1 µM]	7%[57.1 µM]	3%	-1.5%
CCOC(=O)c1ccc(NC(=O)c2c(NCc3ccc(OC)c(OC)c3OC)sc3c2CCC(C)C3)cc1 (stereo not given)	-30%	?	-23%	0%	3%	-3%[57.1 µM]	1%[57.1 µM]	-19%	2.8%
CC1CCCN(C(=O)Cn2c(-c3nonc3N)nc3ccccc32)C1 (stereo not given)	-14%	-19%	-12%	-11%	-3%	0%[57.1 µM]	9%[57.1 µM]	1%	-0.9%
CCOc1ccc(NC(=O)CSc2cn[nH]n2)cc1	-12%	26%	-18%	?	2%	5%	14%	5%	0.3%
CC(C)(C)OC(=O)N1CCC(c2cc(=O)n3[nH]cc(C(=O)NC4CCCC4)c3n2)CC1	-22%	-16%	-1%	1%	2%	21%	0%	-31%	0.3%
COC(=O)c1c(S(N)(=O)=O)c2ccccc2n1C	-5%	0%	8%	0%	-2%	76%[activator]	-14%	5%	0.2%
Cc1cccc(NC(=O)C(=O)NCC(c2ccc3c(c2)OCO3)N2CCOCC2)c1C (stereo not given)	-16%	-2%	28%	-5%	-1%	-1%[57.1 µM]	2%[57.1 µM]	-17%	2.7%
CCOC(=O)c1c(C#N)cnn1-c1ccc(C)cc1	1%	0%	23%	6%	-6%	3%[57.1 µM]	11%[57.1 µM]	5%	0.2%
COc1ccc(CNC(=O)CCc2nnc3ccc(NCCCN4CCCC4=O)nn23)cc1	-19%	5%	-13%	2%	3%	-2%	-3%	-2%	?
COC(=O)c1c(NC(=O)CN2C(=O)C(=O)N(CC(C)C)C2=O)sc2c1CCCCC2	-20%	-10%	-23%	-2%	1%	0%	10%	1%	-1.4%
COc1ccc(-n2c(=S)[nH]c3cc(C(=O)NCc4ccco4)ccc3c2=O)cc1OC	-19%&-22%	3%&6%	-6%[11.4 µM]	2%&13%	1%&0%	-5%	-5%&-5%[57.1 µM]	0%&1%	0.1%&0.2%
Oc1c(Br)cc(Br)cc1C=Nc1cccc2ncccc12	?	8%	-28%	11%	8%	-4%	3%	17%	·
COc1ccc(C2/C=C\CN(S(=O)(=O)c3cccs3)CC(=O)N2Cc2ccc(F)cc2)cc1 (stereo not given)	-12%	-4%	22%&8%	5%	-4%&-1%	3%&-4%	4%&-5%	-9%	1.5%
O=C(COc1ccccc1F)Nc1nnc(SCc2cc(=O)n3ccccc3n2)s1	-3%	-11%	-2%	-19%	0%	1%[57.1 µM]	10%[57.1 µM]	20%	17%
Cc1ccc(NC(=O)CCC(=O)NNC(=O)Nc2cccc(Cl)c2)c(C)c1	-17%	10%	11%	-12%	-1%	-13%	-11%	4%	-2.0%
COc1ccc(/C=N\NC(=O)c2ccccc2Br)cc1COc1c(F)c(F)cc(F)c1F	-5%	42%	-20%	3%	-18%	-8%	8%	3%	0.4%
O=C(COC(=O)c1cc(=O)[nH]c2ccccc12)NCCc1ccccc1	-9%	-1%	-14%	-3%	1%	1%	0%	-2%	·
CC(C)N=c1scc(-c2cccs2)n1/N=C/c1ccc(O)c(O)c1O	-21%	14µM*	?	?	-18%	4%	-13%	-26%	1.4%
Cc1nn2c(-n3ccnc3C)c3c(nc2c1-c1ccccc1)CCC3	-3%	12%	-15%	-8%	-5%	4%[57.1 µM]	-7%[57.1 µM]	0%	2.1%
O=C(Nc1ccc(F)cc1F)C(Cc1ccccc1)N1Cc2ccccc2C1=O (stereo not given)	-12%	-25%	-2%	-7%	-4%	-9%	4%	15%	2.1%
Cc1cc(C)nc(NNC2=CC(=[N+]3CCCC3)CCC2)n1	-28%	-15%	4%	1%	3%	2%[57.1 µM]	-55%	1%	-0.8%
O=C1c2cccnc2C(=O)N1Cc1ccc(Cl)cc1	-4%	0%	19%	-1%	3%	-15%	-17%	11%	4.5%
Cc1ccc(Cl)cc1-n1ncc2c(N3CCCCCC3)ncnc21	-7%	-6%	-21%	2%	-10%	-2%[57.1 µM]	8%[57.1 µM]	10%	3.5%
CCOc1ccccc1CNS(=O)(=O)c1cc(-c2cc(C)no2)ccc1C	-24%	-4%	-27%[56.9 µM]	-12%	2%	3%[57.1 µM]	20%[57.1 µM]	-9%	0.8%
O=C(COC(=O)c1cccnc1Cl)c1ccc2c(c1)OCCO2	-13%	-1%	19%	-1%	-1%	2%	30%	-6%	-1.9%
CN(Cc1ccccc1)CC(O)COc1ccc(CNCCCOc2cccnc2)cc1 (stereo not given)	-12%	16%	-19%[56.9 µM]	-14%	6%	-8%[57.1 µM]	7%[57.1 µM]	6%	0.7%
Fc1ccccc1-c1nc(NCc2ccccc2)c2ccccc2n1	?	14%	-24%	-17%	-12%	1%[57.1 µM]	18%[57.1 µM]	2%	0.9%
Cc1onc(-c2ccccc2)c1C(=O)Nc1nnc(CC(C)C)s1	-13%	-16%	-2%	-2%	0%	-4%	15%	0%	-0.2%
C/C=C/c1ccc(OCCOc2cc(C=O)ccc2OC)c(OC)c1	-23%	?	3%	2%	1%	-12%	-10%	3%	1.8%
Cc1ccc(C2(c3ccc(C)cc3)CC2C(=O)Nc2ccc([N+](=O)[O-])cc2O)cc1 (stereo not given)	-19%	?	?	3%	-6%	-6%	-2%	21%	0.7%
CCOc1ccc(C(=O)N2CCSC2=S)cc1	-14%	2%	-6%	-2%	0%	-1%	-4%	19%	0.6%
COC(=O)c1c(C(=O)OC)c2n(c1C)CCC2	-7%	-13%	-2%	1%	1%	3%	8%	4%	-0.3%
Cc1ccc(/C=C2\SC(=S)N(c3c(C)n(C)n(-c4ccccc4)c3=O)C2=O)cc1	-20%	?	-19%	3%	-1%	-3%	-3%	-4%	-1.9%
O=C(O)c1ccc(/C=N/NC(=O)C(O)(c2ccccc2)c2ccccc2)cc1	-6%	14%	21%	-2%	7%	-3%	7%	-5%	-3.4%
Cc1ccc(CN2CCN(C(=O)c3cccc4ccccc34)CC2)cc1	-13%	1.3µM*	-20%	9%	6%	-5%	8%	5%	0.2%
Nc1ncc2c(n1)CCN(c1ccc([N+](=O)[O-])cc1)C2	-10%	?	1%[56.9 µM]	0%	-6%	-3%	-8%	-4%	1.9%
CCn1c(C(=O)NCc2ccccc2Br)cc2oc3ccccc3c21	-5%	-10%	24%	8%	-4%	47%[activator]	47%[activator]	-10%	4.6%
Cc1ccc(C(=O)NCN2CCN(c3ccc(F)cc3)CC2)cc1	-5%	6%	5%	-4%	4%	-2%	-1%	-8%	0.1%
COC(=O)C1C2CC3c4[nH]c5cc(OC)ccc5c4CCN3CC2CC(OC(=O)CC(C)=O)C1OC (stereo not given)	-25%	27%	-10%	25µM*	?	12%	-10%	6%	·
CN(C)CCCn1c2c(c(SCC(=O)Nc3ccc4c(c3)OCCO4)nc1=O)CCC2	5%	-1%	-33%	1%	0%	3%	1%	2%	3.0%
C=CCSc1ncccc1C(=O)NCc1ccccc1	-1%	10%	43%	-2%	1%	8%	16%	-1%	2.3%
Cc1ccc(C(=O)CSc2nnc(C3CC3)n2C2CC2)s1	-7%	137%[activator]	15%	-18%	-5%	-1%	-8%	5%	0.8%

Quoted at random: 3 compounds from above.
SMILES	USP1-UAF1 inh	ALOX12 inh	RGS4 inhibitor	Vif-APOBEC3F blk	Vif-APOBEC3G blk	TrxR1 substrate	TrxR1 inh	IDH1 R132H inh	RXFP1 agonist
COC(=O)C1C2CC3c4[nH]c5cc(OC)ccc5c4CCN3CC2CC(OC(=O)CC(C)=O)C1OC (stereo not given)	-25%	27%	-10%	25µM*	?	12%	-10%	6%	·
Cc1ccc(C(=O)NCN2CCN(c3ccc(F)cc3)CC2)cc1	-5%	6%	5%	-4%	4%	-2%	-1%	-8%	0.1%
CCn1c(C(=O)NCc2ccccc2Br)cc2oc3ccccc3c21	-5%	-10%	24%	8%	-4%	47%[activator]	47%[activator]	-10%	4.6%

Screening data: PubChem, National Center for Advancing Translational Sciences (NCATS)
